GPR151 activ = human GPR151 activation; Q8TDV0; PathHunter beta-arrestin GPR151 cells, luminescence; activation, % at 11.2 µM; 650,000 compounds, 1% hits; in the data active means activation above about 4.9%;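 further: 0% = median of compound wells and 100% = cells with positive control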
Target sequence (Q8TDV0 whole entry, looked up): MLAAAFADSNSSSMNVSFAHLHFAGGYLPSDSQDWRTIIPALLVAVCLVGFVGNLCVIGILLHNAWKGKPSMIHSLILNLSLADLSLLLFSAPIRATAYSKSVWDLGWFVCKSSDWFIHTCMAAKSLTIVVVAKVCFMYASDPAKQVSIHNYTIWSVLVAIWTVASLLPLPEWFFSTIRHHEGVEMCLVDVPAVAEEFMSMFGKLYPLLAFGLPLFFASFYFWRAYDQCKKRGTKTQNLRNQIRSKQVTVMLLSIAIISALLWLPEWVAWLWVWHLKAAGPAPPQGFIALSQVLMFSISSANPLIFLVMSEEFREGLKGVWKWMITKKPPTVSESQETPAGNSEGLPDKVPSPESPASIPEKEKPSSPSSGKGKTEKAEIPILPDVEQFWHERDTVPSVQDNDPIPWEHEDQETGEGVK
TEAD-YAP block = TEAD-YAP interaction inhibition | HEK-TIYL cells, TEAD-Gal4/YAP UAS-luciferase luminescence | inhibition, % at 9.12 µM | 640,000 compounds, 1.4% hits; in the data active means inhibition above about 32%;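 further: 0% = median of test compound wells and 100% = reference inhibitor wells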
FBW7 act = human FBW7 E3 ligase activation, primary screen. Q969H0. AlphaScreen FBW7–phospho-cyclin E peptide binding, activator screen. normalized activity (activation), % at 26.1 µM. 650,000 compounds, 0.13% hits. AID 1259310; in the data active means normalized activity above about 1.9%;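 further: purified mutant Fbw7 with reduced substrate affinity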
Target sequence (Q969H0 whole entry, looked up): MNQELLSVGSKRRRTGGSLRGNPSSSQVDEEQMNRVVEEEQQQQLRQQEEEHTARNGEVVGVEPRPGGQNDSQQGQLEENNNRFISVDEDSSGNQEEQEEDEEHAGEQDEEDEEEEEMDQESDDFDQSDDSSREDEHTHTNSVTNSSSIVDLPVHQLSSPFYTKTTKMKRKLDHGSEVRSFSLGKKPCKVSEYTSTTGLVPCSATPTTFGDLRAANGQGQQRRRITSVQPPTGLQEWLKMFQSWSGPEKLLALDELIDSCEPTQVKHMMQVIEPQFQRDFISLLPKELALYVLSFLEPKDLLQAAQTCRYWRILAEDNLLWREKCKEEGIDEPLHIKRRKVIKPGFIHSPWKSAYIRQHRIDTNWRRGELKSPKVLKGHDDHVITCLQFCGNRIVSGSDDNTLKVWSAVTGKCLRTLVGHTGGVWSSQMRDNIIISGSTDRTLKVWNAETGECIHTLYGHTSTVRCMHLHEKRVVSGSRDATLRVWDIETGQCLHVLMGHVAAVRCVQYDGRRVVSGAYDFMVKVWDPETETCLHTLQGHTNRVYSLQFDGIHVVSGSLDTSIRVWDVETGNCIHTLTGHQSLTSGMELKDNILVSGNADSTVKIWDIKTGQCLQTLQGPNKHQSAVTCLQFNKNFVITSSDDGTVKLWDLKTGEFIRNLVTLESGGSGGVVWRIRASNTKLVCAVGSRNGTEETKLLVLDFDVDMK
MITF inh = human MITF inhibition, primary screen; O75030; AlphaScreen MITF homodimerization, bead proximity signal; inhibition, % at 2.6 µM; 650,000 compounds, 0.91% hits; AID 1259374; in the data active means inhibition above about 50%;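 further: 0% = vehicle wells with protein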
* = called active by the depositor.

Short forms – A = GPR151 activ; B = TEAD-YAP block; C = FBW7 act; D = MITF inh
C=C(C)Cn1c(SCCC(=O)OC)nc2sc3c(c2c1=O)CC(C)(C)OC3
  A: 1.4; B: 23; C: 0.0; D: 3
CCOc1ccc(NC2CC(=O)NC2=O)cc1 (centres undefined)
  A: 1.3; B: 4; C: 0.5; D: 3
CCOC(=O)C(Cc1ccc([N+](=O)[O-])cc1)(Cc1ccc([N+](=O)[O-])cc1)C(N)=O
  A: -1.2; B: -10; C: 0.1; D: 19
O=C(NC1CCCCC1)c1cnn2c(C(F)(F)F)cc(-c3ccccc3)nc12
  A: -0.1; B: 1; C: -0.1; D: 1
Cc1noc(C)c1S(=O)(=O)NCc1ccccc1
  A: -0.8; B: 4; C: 0.1; D: -10
CCN(CC)C(=O)c1c(-c2ccccc2Cl)noc1C
  A: 0.1; B: 5; C: 0.2; D: 1
O=C1CCCN1CCCNc1ccnc(N2CCN(c3ccccn3)CC2)n1
  A: -1.8; B: -1; C: 0.1; D: 5
CC(C)CC(C(=O)OCC(=O)c1ccc(F)cc1)N1C(=O)c2cccc([N+](=O)[O-])c2C1=O (centres undefined)
  A: 0.2; B: -13; C: 0.0; D: 4
COc1cccc(CC(=O)NCC2CCC3(CCN(Cc4ccccn4)CC3)O2)c1 (centres undefined)
  A: 0.4; B: 11; C: -0.1; D: -1
CC(C)CCSc1nc(N)c2c3c(sc2n1)CC(C(C)(C)C)CC3 (centres undefined)
  A: -1.2; B: -9; C: 0.0; D: -6
CCSc1sc(CC)cc1C1C(C(=O)Nc2ccc(C)cn2)=C(C)NC2=C1C(=O)CC(C)(C)C2 (centres undefined)
  A: 0.3; B: 13; C: -0.1; D: -1
COC(=O)c1c(-c2ccc(Br)cc2)csc1NC(=O)C1CCCCC1C(=O)O (centres undefined)
  A: -1.3; B: -30; C: -0.1; D: 10
CC1=C(C(N)=O)C(c2ccncc2)n2nc(-c3cccc(C)c3)nc2N1 (centres undefined)
  A: 0.1; B: -7; C: 0.0; D: -3
CC(=O)NCCNC(=O)c1ccc(C)nc1N1CCN(C(=O)c2ccco2)CC1
  A: -0.4; B: 10; C: -0.1; D: 22
Cc1c(C(=O)N2CCC(c3nnc(-c4ccco4)o3)CC2)cnn1-c1ccccc1
  A: -1.7; B: -13; C: 0.3; D: -3
Cc1cc(C)c(S(=O)(=O)Nc2ccc(I)cc2)c(C)c1
  A: 0.6; B: 1; C: 0.0; D: -2
CC(=O)c1ccc(S(=O)(=O)NCCNc2nc3ccc(C)cc3cc2C#N)cc1
  A: 0.4; B: -1; C: 0.0; D: -2
O=C(NCCCO)/C(=C\C=C\c1ccccc1)NC(=O)c1ccc(Br)cc1
  A: 0.0; B: 13; C: 0.0; D: 10
OCCOc1ccc(CN2CCN(C3CCCCC3)C(CCO)C2)cc1 (centres undefined)
  A: 2.3; B: 2; C: 0.0; D: 7
O=C(NC(c1ccccc1)c1ccccc1)C(c1ccccc1)N1CCOCC1 (centres undefined)
  A: -0.4; B: 6; C: 0.0; D: 4
CCOC(=O)Cc1csc(N/N=C\c2cccnc2)n1
  A: -0.7; B: -12; C: 0.0; D: -8
CCc1ccc(NC(=O)N[C@H]2C[C@H]3C(=O)N[C@@H](CCCCN)C(=O)N3C2)cc1
  A: 0.6; B: -3; C: -0.1; D: 12
CC(=O)c1ccc(N=Nc2ccc3nonc3c2N)cc1
  A: 0.1; B: 50*; C: 0.6; D: 13
CC(=O)Nc1ccc(CN2CCc3c(nc(N4CC(C)OC(C)C4)[nH]c3=O)C2)cc1 (centres undefined)
  A: -0.2; B: -8; C: 0.1; D: 8
Brc1cccc(CN2CCN(Cc3ccccn3)CC2)c1
  A: -1.3; B: -3; C: -0.1; D: 45
CC(C)CC(=O)C(=O)N1CCC(C2(CCc3ccccc3)NC(=O)NC2=O)CC1 (centres undefined)
  A: 0.6; B: -5; C: 0.6; D: 19
Cn1c(C(=O)NCCCN2CCCC2=O)cc2c(=O)n3ccccc3nc21
  A: 0.1; B: -28; C: -0.2; D: 1
COc1cc(/C=C(\C#N)C(=O)NC2CCS(=O)(=O)C2)cc(Br)c1O (centres undefined)
  A: -1.8; B: 1; C: 0.0; D: -3
CCOC(=O)c1cc(CC)sc1NC(=O)c1cc([N+](=O)[O-])ccc1N1CCC(Cc2ccccc2)CC1
  A: 2.1; B: 5; C: 0.0; D: 2
CCOC(=O)CNS(=O)(=O)c1cc(-c2nnc(Nc3ccc(OCC(N)=O)cc3)c3ccccc23)ccc1C
  A: 0.6; B: -4; C: 0.1; D: 12
O=C(Cc1c(F)cccc1Cl)N1CCCC1
  A: 2.0; B: 16; C: 0.2; D: 12
O=C(NCc1ccc2c(c1)OCO2)c1ccc(Cl)s1
  A: -0.7; B: -7; C: -0.3; D: -8
Cc1cc(N2CCCCC2)nc2ccc(NC(=O)Cc3cccs3)cc12
  A: -0.8; B: -22; C: 0.4; D: -10
O=C(OC1CCOC1=O)c1c2c(nc3ccccc13)CCCCC2 (centres undefined)
  A: -0.3; B: 2; C: 0.1; D: -1
CCOP(=O)(CC(=O)NNC(=O)Nc1ccc(Cl)cc1)OCC
  A: 0.3; B: -7; C: 0.0; D: 8
COc1ccc(Cl)cc1N(CC(=O)Nc1cc(C)ccc1C)S(C)(=O)=O
  A: 4.2; B: -3; C: 0.0; D: -19
Cc1ccccc1N(C(=O)Cc1cccs1)C(C(=O)NCC1CCCO1)c1cccnc1 (centres undefined)
  A: 0.2; B: 2; C: -0.1; D: 10
CC12CN3CCN(CC(C3)/C1=N/NC(=O)c1cc3ccccc3cc1O)C2
  A: 3.1; B: -2; C: 0.1; D: 0
O=S(=O)(NN1CCOCC1)c1cc(S(=O)(=O)c2ccccc2)cs1
  A: -0.7; B: 7; C: 0.0; D: -6
CC(C)(C)c1cc(CNNC(=O)C(=O)NNCc2cc(C(C)(C)C)c(O)c(C(C)(C)C)c2)cc(C(C)(C)C)c1O
  A: 0.2; B: 3; C: -0.2; D: 6
CCOc1ccc(N2C(=O)CNC2=S)cc1
  A: -0.4; B: 6; C: 0.0; D: 21
CCn1c2ccccc2c2cc(NC(=O)CSc3nnc(-c4ccccn4)n3N)ccc21
  A: -1.6; B: 2; C: -0.2; D: 13
O=C1CC(c2ccccc2)CC(=O)N1c1nn[nH]n1
  A: 1.5; B: -1; C: 0.0; D: -2
Cc1cc(OCC(O)CNC2CCCC2)ccc1C(C)C (centres undefined)
  A: -0.2; B: 12; C: 0.1; D: 13
COc1cccc(-c2ccc(OCCN(C)C)nc2)c1
  A: -1.0; B: -30; C: -0.5; D: 1

Looked up by structure from the entries so far (4):
Short forms – A = GPR151 activ; B = TEAD-YAP block; C = FBW7 act; D = MITF inh
CC(=O)c1ccc(N=Nc2ccc3nonc3c2N)cc1
  A: 0.1; B: 50*; C: 0.6; D: 13
CCOc1ccc(NC2CC(=O)NC2=O)cc1 (centres undefined)
  A: 1.3; B: 4; C: 0.5; D: 3
COc1ccc(Cl)cc1N(CC(=O)Nc1cc(C)ccc1C)S(C)(=O)=O
  A: 4.2; B: -3; C: 0.0; D: -19
CC1=C(C(N)=O)C(c2ccncc2)n2nc(-c3cccc(C)c3)nc2N1 (centres undefined)
  A: 0.1; B: -7; C: 0.0; D: -3

The list goes on:
Short forms – A = GPR151 activ; B = TEAD-YAP block; C = FBW7 act; D = MITF inh
COc1ccc(COC(=O)C2=C(C)NC3=C(C(=O)CCC3)C2c2ccccc2C)cc1 (centres undefined)
  A: 0.0; B: 7; C: 0.7; D: 21
CC(C)CN(CC(C)C)S(=O)(=O)c1ccc(CN2C(=O)c3cccnc3C2=O)s1
  A: 0.4; B: 11; C: 0.2; D: 13
COc1ccccc1N1CCN(C(c2ccccc2F)c2nnnn2Cc2ccco2)CC1 (centres undefined)
  A: -0.4; B: 2; C: 0.1; D: 24
OC1CCC(Nc2ncc(-c3ccccc3Oc3ccccc3)n3ccnc23)CC1 (centres undefined)
  A: -0.4; B: -1; C: -0.1; D: 21
COc1cccc2c1OC1(C)CC2NC(=O)N1c1cccc(Br)c1 (centres undefined)
  A: 1.2; B: 13; C: 0.1; D: 4
O=C(CCl)NC1(C(Cl)(Cl)Cl)Oc2ccccc2O1
  A: -0.8; B: -8; C: -0.3; D: -4
CCN1CCN(C(=O)c2ccccc2NC(=O)c2ccc(F)cc2)CC1
  A: -0.8; B: -2; C: 0.6; D: -3
CC(=O)OCCN(CCOC(C)=O)c1c(C)[nH]c(=O)[nH]c1=O
  A: -0.3; B: 6; C: 0.2; D: 3
O=C(NCCCN1CCCC1=O)c1cc2ccccc2oc1=O
  A: -2.8; B: -1; C: 0.8; D: 6
CN1CCCC(OC(=O)c2ccc(C(C)(C)C)cc2)C1 (centres undefined)
  A: 3.0; B: -5; C: 0.0; D: -11
CC(=O)c1cccc(-c2cnc3c(NCc4cccs4)nccn23)c1
  A: 1.6; B: -4; C: 0.0; D: -10
CCCCCNC(CC(=O)Nc1cc(Cl)ccc1C)C(=O)O (centres undefined)
  A: -0.5; B: 5; C: -0.1; D: -1
CCOC(=O)Cn1c(=O)oc2cc(S(=O)(=O)N3CCCCC3CC)ccc21 (centres undefined)
  A: 0.5; B: 2; C: 0.1; D: 13
Cc1cc(Nc2ccc([N+](=O)[O-])cc2)nc2ccccc12
  A: 0.1; B: 10; C: 0.1; D: 13
COc1ccc(C(=O)Nc2cccc(Oc3ccc4c(c3)C(=O)N(c3ccc(OC)cc3)C4=O)c2)cc1
  A: -1.2; B: 7; C: 0.1; D: -1
Nc1ncnc2c1nnn2Cc1ccccc1
  A: -0.8; B: -10; C: 0.0; D: 1
COc1cccc(/C=C2\Cc3ccccc3C2=O)c1OC
  A: 0.5; B: -57; C: -0.1; D: -9
Cc1cccn2c(=O)c3cc(S(=O)(=O)c4ccccc4)c(=N)n(C)c3nc12
  A: 1.3; B: -2; C: 0.1; D: 10
Cc1ccc(S(=O)(=O)Nc2ccccn2)cc1C
  A: -0.2; B: -6; C: 0.1; D: 2
O=C(CSc1nnnn1-c1ccccc1)N1CCN(c2nc3ccc([N+](=O)[O-])cc3s2)CC1
  A: 0.5; B: 9; C: 0.0; D: 10
CC(=O)c1cccc(N2C(=O)C3C4C=CC(C4)C3C2=O)c1 (centres undefined)
  A: -0.5; B: 2; C: 0.3; D: 7
CCNC(=S)NCc1ccc2c(c1)cc(C)n2C
  A: 0.9; B: -2; C: 0.0; D: 17
Cc1ccc(C)c(-n2c(SCC(N)=O)nnc2-c2cccnc2)c1
  A: -0.7; B: -5; C: -0.1; D: -3
O=c1[nH]nc(N=Nc2c(O)[nH]c3ccc([N+](=O)[O-])cc23)c(=O)[nH]1
  A: -0.2; B: 0; C: 0.0; D: 14
COc1ccc(C2C(C(=O)c3ccco3)=C(O)C(=O)N2c2nnc(C)s2)cc1OC (centres undefined)
  A: 0.0; B: -11; C: 0.0; D: -11
C/C(CC(=O)Nc1ccc(Cl)c(C(F)(F)F)c1)=N\NC(=O)c1cccc(C)c1O
  A: 0.8; B: -2; C: 0.2; D: 4
CCCNC(=O)c1csc(Nc2ccc(-n3ccnc3)cc2)n1
  A: -1.6; B: 7; C: 0.0; D: -12
OC[C@@H]1CCCN1c1ccnc2c(-c3ccc(Oc4ccccc4)cc3)cnn12
  A: -0.1; B: 10; C: -0.3; D: 2
COc1ccc(-n2nc(C(=O)NCC(=O)Nc3cnc4ccccc4c3)c3ccccc3c2=O)cc1
  A: 0.6; B: 5; C: 0.0; D: -6
O=C(CSCC(=O)c1ccc([N+](=O)[O-])cc1)Nc1ccc2ccccc2c1
  A: 0.4; B: 9; C: -0.1; D: 12
COC(=O)C(C)Sc1ncnc2c1cnn2-c1ccc(F)cc1 (centres undefined)
  A: 0.2; B: -20; C: 0.2; D: 6
CCOCCCNC(=O)c1ccc2c(c1)nc(C)n2-c1cc(OC)c(OC)c(OC)c1
  A: 0.2; B: 0; C: 0.0; D: 7
Cc1ccc(-c2noc(CCC(=O)NC(C)(C)C)n2)cc1
  A: 1.1; B: -58; C: 0.2; D: -8
CN(C)c1ccc(/C=C(\NC(=O)c2ccccc2)C(=O)N2CCNCC2)cc1
  A: 0.4; B: 0; C: 0.0; D: 20
Cc1ccc(N2C(=O)Nc3ccccc3N2O)cc1Cl
  A: -0.9; B: -11; C: 0.0; D: -2
COc1ccccc1-c1nc2s/c(=C\c3cccc(OC)c3OC)c(=O)n2n1
  A: -0.5; B: -7; C: 0.1; D: 4
CSC1=NCCN1C(=O)c1cccc(C)c1
  A: -0.5; B: 8; C: 0.0; D: 8
O=C(/C=C/c1ccc2c(c1)OCO2)Nc1cc([N+](=O)[O-])ccc1F
  A: 0.3; B: -17; C: -0.3; D: -8
O=C(Nc1c(F)cc(F)cc1Br)c1cc(S(=O)(=O)N2CCCc3ccccc32)ccc1F
  A: 0.1; B: -4; C: -0.1; D: 12
OC(CN1CCOCC1)Cn1c2c(c3ccccc31)CCCC2 (centres undefined)
  A: 0.2; B: -2; C: -0.3; D: 1
Cc1ccc(C(=O)NNC(=O)COc2cccc3c2OC(C)(C)C3)cc1
  A: -0.3; B: 1; C: 0.3; D: -5
CCOC(=O)COc1ccc(CCNC(C)=O)cc1
  A: -0.4; B: 2; C: 0.2; D: 14
CCOC(=O)CCc1c(C)c(C#N)c2nc3ccccc3n2c1N1CCN(c2ccccn2)CC1
  A: -0.7; B: -4; C: -0.1; D: -1
Cc1cc(C)n(CC(O)Cn2cnc3c2c(=O)n(C)c(=O)n3C)n1 (centres undefined)
  A: -0.1; B: -2; C: -0.1; D: -4
Cc1ccnc(NS(=O)(=O)c2ccc(NS(=O)(=O)c3ccc(F)cc3)cc2)n1
  A: 2.1; B: -3; C: -0.2; D: 5
Cc1cc(C)cc(NC(=O)CCn2c(=O)oc3ccccc32)c1
  A: 0.3; B: 12; C: 0.1; D: -5

Compound activity: PubChem BioAssay, The Scripps Research Institute Molecular Screening Center

Random draw from the library, and some 3.4% of all compounds hit somewhere here.
